Screening data from PubChem BioAssay.
Granule exo inh: blocks lytic granule exocytosis. 360,000 tested, 0.66% active. inhibition, % at 10 µM. TALL-104 LAMP-1 surface exposure, flow cytometry; cells stimulated with thapsigargin and PMA;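 active = inhibition above about 55%, limit read from the data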
N-glyco inh: blocks N-linked glycosylation in D54 reporter cells; AID 588692; D54 ERlucT glycosylation luciferase reporter, 24 h; percent of 100 nM tunicamycin response; 360,000 tested, 0.23% active; reporter increase, % at 12.5 µM;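 active = mean luciferase reporter signal, scaled so untreated is 0 and the glycosylation-blocking control 100, at or above a set limit in every replicate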;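 also: luciferase carries N-glycosylation sites so blocking glycosylation raises the light; 0% = median of neutral control wells and 100% = median of 100 nM tunicamycin wells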
CaV13 FRET inh: Primary screen for inhibitors of IQ motif and Ca2+-dependent inactivation inhibitor domain binding in CACNA1D, Förster resonance energy transfer in living cells, …; HEK cells, CFP/YFP FRET ICDI-IQ, plate reader, 10 min; percent FRET-ratio fall versus neutral wells; inhibition, % at 12.3 µM; 340,000 tested, 0.098% active; AID 743397;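 active = mean replicate inhibition of at least 30% and at least 1% of replicates passing that level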;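 also: 0% = median of the neutral control wells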
HTR2A ag: agonists of mouse serotonin 5-HT2A receptor (HTR2A) | P35363 | CHO-K1 mHTR2A beta-arrestin complementation, luminescence; percent of 30 µM serotonin response | activation, % at 7.6 µM | 360,000 tested, 0.66% active | AID 624169;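 active = activation above a run cutoff, the mean activation of all tested compounds plus 3 SD, cut at about 14% in these data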;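 also: 0% = plate median of compound wells and 100% = 30 µM serotonin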
ABCB6 inh MLPCN: inhibitors of human ABC transporter ABCB6; fluorescence ratio to DMSO, % at 10 µM; 360,000 tested, 0.19% active; K562-ABCB6 porphyrin accumulation, flow cytometry, 1 h; stronger effect = lower value;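 active = fluorescence ratio to DMSO below 75%, the collection mean minus 3 SD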;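 also: signal is porphyrin accumulated inside mitochondria; 100% equals median channel fluorescence of DMSO control wells; lower ratio means ABCB6 inhibition with less porphyrin fluorescence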
Target sequence (Q9NP58 whole entry, looked up): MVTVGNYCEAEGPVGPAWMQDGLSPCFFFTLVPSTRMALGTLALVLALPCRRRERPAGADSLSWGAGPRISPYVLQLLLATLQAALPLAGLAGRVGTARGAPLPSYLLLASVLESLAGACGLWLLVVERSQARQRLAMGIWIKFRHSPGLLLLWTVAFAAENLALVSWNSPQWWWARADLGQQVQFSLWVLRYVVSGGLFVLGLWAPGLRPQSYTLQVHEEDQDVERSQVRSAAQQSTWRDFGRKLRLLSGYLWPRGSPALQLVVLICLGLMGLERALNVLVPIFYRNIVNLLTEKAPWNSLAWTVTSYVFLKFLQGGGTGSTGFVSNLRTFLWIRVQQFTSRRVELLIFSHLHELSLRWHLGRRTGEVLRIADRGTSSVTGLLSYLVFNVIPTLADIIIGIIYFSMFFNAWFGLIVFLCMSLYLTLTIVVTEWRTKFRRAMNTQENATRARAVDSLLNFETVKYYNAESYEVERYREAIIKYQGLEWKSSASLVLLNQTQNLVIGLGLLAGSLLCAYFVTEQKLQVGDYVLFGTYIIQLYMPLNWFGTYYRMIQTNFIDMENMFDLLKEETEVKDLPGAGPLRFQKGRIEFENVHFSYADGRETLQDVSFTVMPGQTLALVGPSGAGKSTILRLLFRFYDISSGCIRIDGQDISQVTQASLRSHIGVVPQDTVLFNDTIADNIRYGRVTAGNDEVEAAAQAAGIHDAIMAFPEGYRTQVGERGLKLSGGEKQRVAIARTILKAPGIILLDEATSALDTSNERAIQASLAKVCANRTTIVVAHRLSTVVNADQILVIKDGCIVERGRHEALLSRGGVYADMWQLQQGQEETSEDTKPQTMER
PDI inh: PDI (human) enzyme inhibition; AID 588391; 350,000 tested, 0.052% active; PDI insulin aggregation turbidity, A650, 90 min; inhibition, % at 10 µM;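 active = mean inhibition across replicates of 30% or more, whatever share of single replicates reach that level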;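 also: absorbance from insulin aggregation driven by PDI reduction with DTT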
Vif imaging: HIV Vif inhibition | AID 602346 | HEK293T cells, Vif self-association by quenched fluorescence, imaging, 24 h | 340,000 tested, 0.35% active | inhibition, % at 7.49 µM; in the data active = inhibition above about 50%, passing the limit was not always enough; also: some results filed as inactive read as strong as hits
aDG glyco up: alpha-DG glycosylation activation; Pro5-aDG cells, alpha-DG glycosylation AlphaScreen (IIH6); 0% Pro5, 100% B10-LARGE cell signal; activation, % at 10 µM; 360,000 tested, 0.22% active; AID 624168;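 active = activation of at least 8% versus controls, or a plate z-score of at least 8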;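 also: Pro5 are CHO cells carrying HIG-tagged alpha-DG that lacks glycosylation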
Cardio protect: modulators protecting cardiomyocytes from myocardial damage | H9c2 cardiomyocytes, H2O2 injury protection, ATPLite, 2 h | protection from H2O2 cell death, % at 20 µM | 360,000 tested, 0.63% active | AID 588492;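 active = compounds giving at least 50% protection of heart cells from peroxide-induced death in the single-dose screen, raw or plate-pattern-corrected value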;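 also: 0% = DMSO wells with peroxide and 100% = DMSO wells without peroxide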
iPSC survival up: enhancers of human iPSC single-cell survival | survival enhancement, % at 20 µM | hiPSC single-cell survival, ATPlite luminescence; 100% = ROCK inhibitor wells, 0% = DMSO | 360,000 tested, 0.044% active; in the data active = survival enhancement above about 18%;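 also: cells exposed to compounds for 16 hours before the ATP read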
An asterisk follows results filed as active.

Screening COc1ccc(C(C#N)=Cc2ccc(N(C)CCC#N)cc2)cc1 returned Granule exo inh -4.5, N-glyco inh 0.9, CaV13 FRET inh -7.4, HTR2A ag -3.6, ABCB6 inh MLPCN 89.0, PDI inh 5.1, Vif imaging -10.6, aDG glyco up 0.0, Cardio protect -14.0 and iPSC survival up -3.3.
For CC1CC(C)CN(S(=O)(=O)c2cccc3nonc23)C1 (centres undefined) the results were Granule exo inh 2.0, N-glyco inh 1.6, CaV13 FRET inh -5.9, HTR2A ag 10.2, ABCB6 inh MLPCN 88.0, PDI inh 4.6, Vif imaging 2.5, aDG glyco up -0.2, Cardio protect 5.7 and iPSC survival up 0.3.
For Cc1cc(C)n(-c2nc(N(C)C)nc(N(C)C)n2)n1 the results were Granule exo inh -3.2, N-glyco inh 0.9, HTR2A ag 2.9, ABCB6 inh MLPCN 97.0, PDI inh 6.2, Vif imaging -6.1, aDG glyco up 0.1, Cardio protect 3.7 and iPSC survival up 0.4.
`CCCN(CC(=O)Nc1ccc(C(C)=O)cc1)CC(=O)Nc1ccccc1C` gave Granule exo inh 0.4, N-glyco inh -0.6, CaV13 FRET inh -7.2, HTR2A ag -1.8, ABCB6 inh MLPCN 100.0, PDI inh 5.8, Vif imaging 0.0, aDG glyco up -0.3, Cardio protect -1.2 and iPSC survival up -0.6.
`COc1ccc(S(=O)(=O)n2nc(OC(=O)c3cccs3)cc2NC(=O)c2cccs2)cc1` gave Granule exo inh 31.9, N-glyco inh 2.5, CaV13 FRET inh -1.9, HTR2A ag 7.9, ABCB6 inh MLPCN 99.0, PDI inh -8.2, Vif imaging -5.2, aDG glyco up -0.2, Cardio protect -5.3 and iPSC survival up 0.0.
For CC(C)(C)c1ccc(C(=O)NCCC(=O)NCc2ccco2)cc1 the results were Granule exo inh 0.2, N-glyco inh 2.1, CaV13 FRET inh -9.0, HTR2A ag 10.3, ABCB6 inh MLPCN 99.0, PDI inh 0.4, Vif imaging 1.1, aDG glyco up 0.0, Cardio protect 2.8 and iPSC survival up -1.8.
Screening O=C(CSC1=NCCS1)NC1CCCCC1 returned Granule exo inh -1.3, N-glyco inh 1.1, HTR2A ag -0.6, ABCB6 inh MLPCN 99.0, PDI inh -9.0, Vif imaging 9.1, aDG glyco up -0.1, Cardio protect 9.8 and iPSC survival up -0.3.
COc1ccc(C2c3[nH]c4ccccc4c3CCN2CCCn2cccn2)c(C)c1C (centres undefined) was read as Granule exo inh -1.1, N-glyco inh 1.3, CaV13 FRET inh -4.9, HTR2A ag -3.4, ABCB6 inh MLPCN 100.0, PDI inh 0.4, Vif imaging 4.3, aDG glyco up 0.1, Cardio protect -5.6 and iPSC survival up 0.0.
Screening Cc1cc(C)nc(Nc2n[nH]c(-c3ccccc3Br)n2)n1 returned Granule exo inh -4.2, N-glyco inh 3.9, HTR2A ag 0.0, ABCB6 inh MLPCN 96.0, PDI inh -3.9, Vif imaging 3.5, aDG glyco up 0.3, Cardio protect -18.9 and iPSC survival up -1.8.
CCOC(=O)CSC1=C(C#N)C(C)C2=C(CCCC2=O)N1 (centres undefined) was read as Granule exo inh -3.1, N-glyco inh 1.9, CaV13 FRET inh -5.7, HTR2A ag -2.8, ABCB6 inh MLPCN 100.0, PDI inh -9.1, Vif imaging 38.9, aDG glyco up 0.1, Cardio protect 18.0 and iPSC survival up 2.3.
For CCN(CC)C(=O)c1[nH]cnc1C(=O)Nc1ccccc1 the results were Granule exo inh -3.7, N-glyco inh 1.9, CaV13 FRET inh -4.3, HTR2A ag -0.9, ABCB6 inh MLPCN 98.0, PDI inh 2.8, Vif imaging -4.3, aDG glyco up -0.4, Cardio protect -0.4 and iPSC survival up 0.2.
For O=C(Cn1c(-c2ccccc2)c[n+]2ccsc12)c1ccc(Br)cc1 the results were Granule exo inh 10.2, N-glyco inh 1.2, CaV13 FRET inh -3.8, HTR2A ag -4.8, ABCB6 inh MLPCN 101.0, PDI inh 5.5, Vif imaging 16.2, aDG glyco up -0.1, Cardio protect -2.5 and iPSC survival up -1.2.
Screening CCOc1ccc(Br)cc1C1=CC(=O)C[C@H](c2ccc(OC)cc2)C1 returned Granule exo inh -2.0, N-glyco inh 8.9, CaV13 FRET inh -5.0, HTR2A ag -7.0, ABCB6 inh MLPCN 105.0, PDI inh -2.6, Vif imaging 13.5, aDG glyco up 0.2, Cardio protect -3.3 and iPSC survival up -3.2.
For CC(=O)c1sc2c(c1OC(=O)c1ccccc1)c(=O)n(-c1ccccc1)c(=S)n2-c1ccccc1 the results were Granule exo inh -3.0, N-glyco inh -19.4, CaV13 FRET inh -6.9, HTR2A ag 5.8, ABCB6 inh MLPCN 129.0, PDI inh 10.2, Vif imaging 3.8, aDG glyco up 0.0, Cardio protect -1.1 and iPSC survival up -1.4.
`CS(=O)(=O)N(CC(=O)Nc1cccc([N+](=O)[O-])c1)c1ccccc1F` gave Granule exo inh 14.5, N-glyco inh 0.6, CaV13 FRET inh -3.4, HTR2A ag -5.1, ABCB6 inh MLPCN 96.0, PDI inh -9.3, Vif imaging 2.8, aDG glyco up -0.2, Cardio protect -0.4 and iPSC survival up -2.8.
COc1ccc(-c2nc(C#N)c(NCc3ccccc3Cl)o2)cc1OC was read as Granule exo inh -0.4, N-glyco inh -5.0, CaV13 FRET inh -10.1, HTR2A ag -0.4, ABCB6 inh MLPCN 101.0, PDI inh 3.0, Vif imaging -2.4, aDG glyco up 0.4, Cardio protect -4.5 and iPSC survival up 11.9.
Screening CC(C)N(CCNC(=O)c1ccc(OCC2CCCO2)cc1)C(C)C (centres undefined) returned Granule exo inh -1.8, N-glyco inh -1.5, CaV13 FRET inh -3.5, HTR2A ag 0.5, ABCB6 inh MLPCN 175.0, PDI inh 4.2, Vif imaging -2.4, aDG glyco up 0.1, Cardio protect 3.5 and iPSC survival up -0.7.
For Cc1ccc(-n2[nH]c(C)c(C=Nc3ccc(S(=O)(=O)Nc4nc(C)cc(C)n4)cc3)c2=O)c(C)c1 the results were Granule exo inh 3.9, N-glyco inh 2.5, CaV13 FRET inh -4.9, HTR2A ag 1.7, ABCB6 inh MLPCN 104.0, PDI inh -3.8, Vif imaging -1.6, aDG glyco up -0.2, Cardio protect 5.6 and iPSC survival up -0.2.
CCOc1ccc(Cl)cc1-c1cc(C(=O)Nc2ccc(OC)cc2OC)[nH]n1 was read as Granule exo inh 3.7, N-glyco inh -0.8, CaV13 FRET inh -5.9, HTR2A ag -5.2, ABCB6 inh MLPCN 98.0, PDI inh -2.6, Vif imaging -4.2, aDG glyco up 0.0, Cardio protect -3.7 and iPSC survival up 1.7.
`Cc1ccc(S(=O)(=O)c2c(C)cc(C)nc2N2CCCCC2)cc1` gave Granule exo inh 0.2, N-glyco inh -4.4, CaV13 FRET inh 4.1, HTR2A ag -0.3, ABCB6 inh MLPCN 95.0, PDI inh 2.6, Vif imaging -2.8, aDG glyco up 0.1, Cardio protect -5.8 and iPSC survival up -0.4.

The closing two entries of the part above are carried over, then new ones follow.
CCOc1ccc(Cl)cc1-c1cc(C(=O)Nc2ccc(OC)cc2OC)[nH]n1 was read as Granule exo inh 3.7, N-glyco inh -0.8, CaV13 FRET inh -5.9, HTR2A ag -5.2, ABCB6 inh MLPCN 98.0, PDI inh -2.6, Vif imaging -4.2, aDG glyco up 0.0, Cardio protect -3.7 and iPSC survival up 1.7.
`Cc1ccc(S(=O)(=O)c2c(C)cc(C)nc2N2CCCCC2)cc1` gave Granule exo inh 0.2, N-glyco inh -4.4, CaV13 FRET inh 4.1, HTR2A ag -0.3, ABCB6 inh MLPCN 95.0, PDI inh 2.6, Vif imaging -2.8, aDG glyco up 0.1, Cardio protect -5.8 and iPSC survival up -0.4.
Cc1ccccc1CNC(=O)c1ccccc1N(C)S(=O)(=O)c1ccccc1 was read as Granule exo inh 16.0, N-glyco inh -2.6, CaV13 FRET inh -1.3, HTR2A ag -2.2, ABCB6 inh MLPCN 96.0, PDI inh 20.5, Vif imaging 7.6, aDG glyco up 0.3, Cardio protect 6.1 and iPSC survival up -0.1.
For Cc1ccc(NC(=S)N2CCN(S(C)(=O)=O)CC2)cc1 the results were Granule exo inh -0.9, N-glyco inh 2.5, CaV13 FRET inh -3.1, HTR2A ag 1.2, ABCB6 inh MLPCN 98.0, PDI inh 3.8, Vif imaging 3.3, aDG glyco up 0.6, Cardio protect 5.2 and iPSC survival up -0.1.
Screening CC(C)CN(C(=O)COC(=O)CCN1C(=O)c2ccccc2C1=O)C1CCS(=O)(=O)C1 (centres undefined) returned Granule exo inh -1.6, N-glyco inh 1.4, CaV13 FRET inh -4.6, HTR2A ag -0.7, ABCB6 inh MLPCN 100.0, PDI inh -11.1, aDG glyco up 0.0, Cardio protect 6.3 and iPSC survival up -0.5.
`Cc1cccc(NC(=S)N(Cc2ccco2)C(C)c2cccs2)c1` (centres undefined) gave Granule exo inh -2.0, N-glyco inh -0.3, CaV13 FRET inh -1.4, HTR2A ag -0.9, ABCB6 inh MLPCN 100.0, PDI inh 8.2, Vif imaging -2.4, aDG glyco up 0.0, Cardio protect -4.7 and iPSC survival up -0.4.
For CCn1c(SCC(=O)Nc2oc(-c3ccccc3)c(-c3ccccc3)c2C#N)nnc1-c1ccco1 the results were Granule exo inh -0.7, N-glyco inh 0.4, CaV13 FRET inh 0.4, HTR2A ag -5.8, ABCB6 inh MLPCN 93.0, PDI inh 0.4, Vif imaging -1.3, aDG glyco up 0.3, Cardio protect -8.3 and iPSC survival up -2.1.
O=C(O)C(c1ccccc1)N1C(=O)/C(=C/c2cccs2)SC1=S (centres undefined) was read as Granule exo inh -3.3, N-glyco inh 0.1, CaV13 FRET inh -4.3, HTR2A ag 6.3, ABCB6 inh MLPCN 103.0, PDI inh -5.1, Vif imaging 1.0, aDG glyco up 0.1, Cardio protect -3.1 and iPSC survival up -0.6.
COc1ccc(N2C(=O)CC(N(CCc3ccccc3)C(=O)c3ccccc3)C2=O)cc1 (centres undefined) was read as Granule exo inh 3.1, N-glyco inh -0.9, CaV13 FRET inh -4.2, HTR2A ag 5.4, ABCB6 inh MLPCN 101.0, PDI inh 3.0, Vif imaging 3.4, aDG glyco up -0.1, Cardio protect -0.8 and iPSC survival up -0.2.
`O=C(CN1CCCCCC1)NCc1ccccc1` gave Granule exo inh -1.0, N-glyco inh 0.2, CaV13 FRET inh -6.4, HTR2A ag -1.9, ABCB6 inh MLPCN 103.0, PDI inh 1.4, Vif imaging 2.7, aDG glyco up 0.2, Cardio protect -3.4 and iPSC survival up 2.2.
For O=C(Nc1ccccc1NC(=O)c1csnn1)c1csnn1 the results were Granule exo inh -4.5, N-glyco inh 2.5, CaV13 FRET inh -1.2, HTR2A ag 9.2, ABCB6 inh MLPCN 105.0, PDI inh 3.1, Vif imaging 1.2, aDG glyco up -0.1, Cardio protect 2.2 and iPSC survival up -0.7.
Cc1ccc(CNC(=O)N2CCN(c3ccc(C)cc3)CC2)cc1 was read as Granule exo inh 2.9, N-glyco inh 3.2, CaV13 FRET inh -20.0, HTR2A ag -2.6, ABCB6 inh MLPCN 106.0, PDI inh -0.7, Vif imaging -4.5, aDG glyco up -0.1, Cardio protect -2.9 and iPSC survival up 0.3.
C#CCOCCOCCOCCNc1nc(N2CCN(C(=O)[C@H]([C@@H](C)CC)n3cc([C@@H](N)CO)nn3)CC2)nc(N2CCN(C(=O)[C@H]([C@@H](C)CC)n3cc([C@@H](N)CC(C)C)nn3)CC2)n1 was read as Granule exo inh -2.2, N-glyco inh 2.4, HTR2A ag 2.3, ABCB6 inh MLPCN 100.0, PDI inh 6.3, Vif imaging -0.7, aDG glyco up -0.1, Cardio protect 10.4 and iPSC survival up 1.4.
